# p53ts 32C kill: kills p53ts cells at the permissive temperature | H1299-p53A138V at 32C, ATP luminescence viability, 24 h | Potency, µM (titrated, usually from 46.1 µM), without a hit: at the top dose activity change, negative = cytotoxicity, hits mostly cytotoxic | 130,000 tested, 0.93% active | AID 924;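 note: 0% = DMSO and -100% = full killing by reference compound; nearly all actives have a fitted effect of over 55% in size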
#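 H1299-p53 A138V cells (temperature-sensitive p53) exposed 24 h to up to 46 uM compound at 32C, where p53 is wild-type in conformation. Viability read as ATP luminescence and normalised to DMSO and 100 uM tamoxifen. AC50 fitted with the Hill equation.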
# Peg3 imprint: genomic imprint erasure induction; 110,000 tested, 0.02% active; Potency, µM (titrated, usually from 60.7 µM), for the others: at the highest dose activity change, positive = activation, most hits filed as activators; mouse ES Peg3-LacZ reporter, beta-gal luminescence, 40 h; AID 1948;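 note: 0% = negative control wells on the plate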
#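 Each well holds 300 Peg3LacZ-Neo (maternal) female ES cells incubated 40 h at 37C, 5% CO2. LacZ is measured by BetaGlo luminescence, with AC50 and maximum efficacy derived from dose-response curves.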
# IkB signaling: inhibitors of IkB signaling in ABC-DLBCL cells | Potency, µM (highest dose often 57.1 µM), for inactives: at the highest dose IkBa stabilization activation | AID 445 | 110,000 tested, 0.04% active | ABC-DLBCL IkBa-CBG/CBR dual luciferase ratio, 4 h; response scale: scaled: untreated 0%, proteasome inhibitor 100%; active = well fitted curve in the direction sought with a large enough effect in the signal ratio, not every such curve was filed as active; inconclusive = small, poorly fitted or top-dose-only effect, or a change in a side signal; the % refers to the signal ratio;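 note: the direction sought is a rising ratio; 0% = basal untreated cells and 100% = reference inhibitor full response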
#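 In this assay, an IκBα–CBG68 fusion accumulates when IKK-driven degradation is blocked; native CBR normalizes for cell number. OCI-Ly3 cells were treated 4 h with compound and doxycycline, then green and red light read after Chroma-Glo addition.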
# p53ts 39C tox: kills p53ts cells at the nonpermissive temperature; H1299-p53A138V viability at 39C, ATP luminescence, 24 h; 130,000 tested, 1.5% active; AID 902; Potency, µM (titrated, usually from 46.1 µM), without a hit: at the highest dose activity change, negative = cell killing, actives largely listed as cytotoxic; note: nearly all actives have a fitted effect of over 55% in size
# * = called active by the depositor; ? = inconclusive; / = no result given; [ ] = dose if it differs, or a comment. Unless noted, calls come from the whole dose curve; as a rule, active = well fitted curve in the direction sought with a large enough effect; inconclusive = small, poorly fitted or top-dose-only effect, or another doubt; inactive = no such curve, though single readings can be large; an effect the other way counts as inactive or inconclusive. Unless noted, % is set by controls: 0 for no effect and ±100 for the full control effect; potency is the fitted concentration of half-maximal effect.
SMILES | p53ts 32C kill | Peg3 imprint | IkB signaling | p53ts 39C tox
Cc1c(Cl)cccc1Nc1nc(N)nc(CSc2nc3ccccc3s2)n1 | 0.5% | -15.2%[10.9 µM] | 1.4% | -27.8%
CC(C)C(=O)Nc1nc(-c2ccccc2)ns1 | -1.1% | / | / | 0.4%
O=C1CSC(c2ccccc2F)N1c1ccccc1 (configuration not stated) | 8.6% | / | / | 20.2%
O=c1oc2c(CN3CCOCC3)c(O)ccc2cc1-c1ccccc1 | -3.9% | -12.3%[10.9 µM] | -7.2% | -20.9%
Cc1cc(C(=O)Nc2ccc(S(=O)(=O)Nc3onc(C)c3C)cc2)cs1 | -3.4% | 1.8% | 8.0% | 0.8%
Cc1ccc(CCNC(=O)CN2N=C(c3ccc(C)cc3)CCC2=O)cc1 | 7.4% | 18.0%[10.9 µM] | 1.4% | -8.2%
CCOC(=O)C1CCCN(C(=O)C2CCN(S(=O)(=O)c3cccs3)CC2)C1 (configuration not stated) | -18.2% | -18.1% | -0.4% | -12.9%
CCn1c(SCC(=O)NCc2cccs2)nnc1-c1ccco1 | 2.5% | 15.8% | -0.5% | -0.5%
CCCCN(C(=O)c1c(C)[nH]c(C(=O)OCC)c1C)c1ccccc1 | 5.2% | -4.1% | 0.2% | -9.6%
COc1ccc(C(=O)n2nc(-c3cccnc3)nc2NCc2ccccc2)cc1OC | 5.0% | -3.9%[10.9 µM] | ? | -13.3%
CCOc1ccccc1-n1nnnc1SCC(=O)Nc1cc2oc3ccccc3c2cc1OC | -0.6% | -10.6% | 2.5% | -15.4%
O=C1NCCN1CCNS(=O)(=O)c1ccc2ccccc2c1 | 13.7% | 0.5% | 0.2% | 3.3%
O=C(OCC1COc2ccccc2O1)c1c(F)cccc1F (configuration not stated) | -5.1% | -6.3% | -2.0% | 0.7%
COc1cccc(NC(=O)NCc2cccn2C)c1 | -20.6% | -36.5%[inhibitor] | 5.7% | -20.2%
CC(C)CCNC(=O)C(c1cccnc1)N(CCc1ccccc1)C(=O)Cn1nnc2ccccc21 (configuration not stated) | 14.3% | / | / | 24.3%

# Next part, overlapping the part above by 5 compounds.
SMILES | p53ts 32C kill | Peg3 imprint | IkB signaling | p53ts 39C tox
CCOc1ccccc1-n1nnnc1SCC(=O)Nc1cc2oc3ccccc3c2cc1OC | -0.6% | -10.6% | 2.5% | -15.4%
O=C1NCCN1CCNS(=O)(=O)c1ccc2ccccc2c1 | 13.7% | 0.5% | 0.2% | 3.3%
O=C(OCC1COc2ccccc2O1)c1c(F)cccc1F (configuration not stated) | -5.1% | -6.3% | -2.0% | 0.7%
COc1cccc(NC(=O)NCc2cccn2C)c1 | -20.6% | -36.5%[inhibitor] | 5.7% | -20.2%
CC(C)CCNC(=O)C(c1cccnc1)N(CCc1ccccc1)C(=O)Cn1nnc2ccccc21 (configuration not stated) | 14.3% | / | / | 24.3%
Cc1ccsc1C(C(=O)NC1CCCCC1)N(C(=O)c1csnn1)C1CC1 (configuration not stated) | 0.7% | -9.6% | 0.7% | -5.1%
CCN(CC)S(=O)(=O)c1ccc(-c2nnc3sc4cccc(C)c4n23)cc1 | -11.0% | -11.3% | 2.6% | 2.3%
Fc1cccc(-c2nc(-c3ccncc3)no2)c1 | 8.1% | -21.8%[10.9 µM] | -0.5% | 6.5%
COCCn1c(=O)cnc2cnc(Oc3ccc(OC)cc3)nc21 | 1.9% | -0.8% | -3.2%[11.4 µM] | 4.3%
CCOC(=O)c1ccc2nc(C)cc(Nc3cccc(C(=O)O)c3)c2c1 | -2.6% | 7.3%[10.9 µM] | 1.3% | 11.2%
O=C(Nc1ccc2nc(SCC(=O)N3CCCc4ccccc43)sc2c1)c1cccc(Cl)c1 | -5.0% | -8.2%[10.9 µM] | ? | 24.9%
O=C(COc1ccccc1)Nc1ccccc1OCc1cc(=O)n2ccccc2n1 | -8.1% | 4.5%[10.9 µM] | 1.0% | -16.2%
O=C(O)CCc1nn2cc(-c3ccccc3)nc2[nH]c1=O | -2.8% | / | / | -2.3%
CN1CCN(C(=O)c2ccc3ccccc3c2)CC1 | -21.6% | -15.0% | -0.8% | -4.8%
COc1ccc(/C=C/c2nc(-c3ccccc3O)n(-c3ccccc3)n2)cc1OC | 2.4% | -3.0%[10.9 µM] | ? | -12.2%
Cc1nc(N=Nc2ccc(C(=O)O)cc2)c(COP(=O)(O)O)c(C=O)c1O | 19.0% | -65.8%[inhibitor] | -6.8% | 0.9%
Cc1ccc(-c2nnc3n2N=C(c2ccccc2)CS3)cc1 | 6.1% | -5.2% | 2.3% | -1.4%
Cn1c(=O)c2c(nc(NCc3ccccc3)n2CCCc2ccccc2)n(C)c1=O | -0.7% | -11.8% | ? | -13.1%
CN(C)c1ccc(C=NCCC2(O)CCOC(C)(C)C2)cc1 (configuration not stated) | -7.9% | / | / | -6.0%
COc1ccc(CCn2c(N)c(S(=O)(=O)c3cccs3)c3nc4ccccc4nc32)cc1OC | 3.1% | -15.5% | 3.3% | 1.7%

SMILES | p53ts 32C kill | Peg3 imprint | IkB signaling | p53ts 39C tox
CCCc1ccc(C2Sc3ccccc3NC3=C2C(=O)c2ccccc23)cc1 (configuration not stated) | 5.3% | -7.5%[10.9 µM] | ? | -12.2%
Cc1cc(-c2nnc3n2CCCCC3)c(C)n1-c1ccccc1 | -6.0% | -17.5% | 0.0% | -4.4%
CC(C)N(C(=O)C(F)(F)F)C(C(=O)NC1CCCCC1)c1ccncc1 (configuration not stated) | -14.7% | / | / | -15.8%
c1nc(N2CCN(Cc3ccc4c(c3)OCO4)CC2)c2[nH]cnc2n1 | -7.8% | 4.8% | -2.6% | 10.3%
CC(=O)NCCc1nc2ccccc2n1CCCCOc1ccc(Cl)cc1 | -4.0% | -8.9%[10.9 µM] | ? | -14.8%
O=C(CN1C(=O)c2ccccc2C1=O)Nc1ccc(N2CCOCC2)cc1 | -2.0% | 1.5% | 0.2% | -2.6%
COc1ccc(OC)c(C2c3c(-c4ccc(Br)cc4)n[nH]c3C(=O)N2c2ccc(Cl)cc2)c1 (configuration not stated) | 60.6%[activator] | -14.2%[10.9 µM] | ? | ?
CCOCCCNC(=O)C1CCN(C(=O)Nc2ccc(C)cc2)CC1 | 6.0% | -3.2% | 0.7% | -3.7%
COCCNc1nc(-c2ccccc2C)nc2ccccc12 | -1.9% | 7.7% | 1.0%[11.4 µM] | -16.2%
O=C(CSc1nnc(-c2ccc(F)cc2)o1)Nc1ccc(S(=O)(=O)N2CCCC2)cc1 | -4.3% | / | ? | 2.4%
Cc1cc(C)cc(NS(=O)(=O)c2ccc3[nH]cc(C(=O)NC4CCCCC4)c(=O)c3c2)c1 | -9.3% | 19.2%[10.9 µM] | ? | ?
Nc1c(C(=O)NCCc2ccccc2)nnn1CC(=O)Nc1ccc(Cl)cc1 | -3.3% | -3.1%[10.9 µM] | ? | -15.7%
Cc1ccc2c(Sc3ccc(Cl)cc3)c(C(=O)NCCC(C)C)[nH]c2c1 | 11.1% | -20.1%[10.9 µM] | -1.9% | -18.4%
COCCCNC(=O)CCCn1c(SCC(=O)c2ccc(Br)cc2)nc2c(sc3ccccc32)c1=O | 3.5% | 6.3%[10.9 µM] | ? | -4.2%
CCc1ccc(CNC(=O)c2cccc(-n3c(C)nc4cccnc43)c2)cc1 | -4.7% | -7.6%[10.9 µM] | ? | -9.2%

# Shown with each value named: entries from further up
smiles: Cc1cc(-c2nnc3n2CCCCC3)c(C)n1-c1ccccc1
- p53ts 32C kill: -6.0%
- Peg3 imprint: -17.5%
- IkB signaling: 0.0%
- p53ts 39C tox: -4.4%
smiles: CC(C)N(C(=O)C(F)(F)F)C(C(=O)NC1CCCCC1)c1ccncc1 (configuration not stated)
- p53ts 32C kill: -14.7%
- Peg3 imprint: /
- IkB signaling: /
- p53ts 39C tox: -15.8%

# Continued.
SMILES | p53ts 32C kill | Peg3 imprint | IkB signaling | p53ts 39C tox
COc1cccc(-c2ccc3c(N)c(C(=O)NCc4ccc(Cl)cc4)sc3n2)c1 | 13.9% | -10.6%[10.9 µM] | ? | -14.5%
CCOC(=O)CC(=O)CSCC(=O)Nc1ccc(C)cc1 | -1.9% | -1.1% | ? | 0.3%
Cc1nn(-c2ccccc2)c(C)c1C(=O)OCC(=O)N1CC(=O)Nc2ccccc21 | -1.5% | -13.4% | ? | 7.9%
Cc1cccc(C)c1NC(=O)CSc1nnc(C)n1-c1ccccc1 | 1.6% | / | / | 2.5%
COc1ccccc1-c1cc(C(=O)NCc2ccccc2)no1 | -5.6% | -22.1% | ? | -26.4%
Cc1ccc(-n2c(SCC(=O)NCC3CCCO3)nc3c(c2=O)SCC3)cc1 (configuration not stated) | 8.8% | -12.4% | -0.3% | -3.0%
Cc1ccccc1NC(=O)CSc1nc2nccnc2c(=O)n1CCc1c[nH]c2ccccc12 | -3.2% | -14.6%[10.9 µM] | 0.6% | ?
Cc1cccc(-c2cc3nc4c(c(N5CCOCC5)n3n2)CCCC4)c1 | -12.2% | -33.3%[inhibitor] | ? | -5.6%
C=CCOc1cccc(C2C(C(=O)c3ccco3)=C(O)C(=O)N2Cc2ccncc2)c1 (configuration not stated) | -3.4% | 4.0% | 2.7% | 10.1%
CCOc1ccccc1CNCc1c(C(=O)O)c(C)n(Cc2ccc(Cl)cc2)c1C | -3.4% | 6.3%[10.9 µM] | 0.6% | -19.1%
C=CCNC(=O)CC(C)C(CCCCC)C(=O)O (configuration not stated) | -3.1% | 23.5% | 0.0% | -1.1%
COc1ccc(S(=O)(=O)N(CC(=O)NCc2ccccc2OC)c2ccc(C)cc2)cc1 | 1.7% | -9.3%[10.9 µM] | ? | -3.9%
Cc1c(C(=O)N2CCCCCC2)c(S(=O)(=O)NCc2ccccc2)c(C)n1C | 3.0% | -11.9%[10.9 µM] | 0.5% | -22.0%
O=C(Nc1cccc(F)c1)N1CC[C@@]2(CCCN(S(=O)(=O)c3ccccc3)C2)C1 | -3.1% | / | -0.7%[11.4 µM] | 10.1%
CCOC(=O)c1ccc(NC(=O)CC2C(=O)N(c3cccc(OC)c3)C(=O)N2Cc2ccc(OC)cc2)cc1 (configuration not stated) | -2.1% | -10.0%[10.9 µM] | ? | 0.0%

SMILES | p53ts 32C kill | Peg3 imprint | IkB signaling | p53ts 39C tox
CN1CCN(c2ccccc2NC(=O)c2ccc(Br)o2)CC1 | 1.9% | 1.0% | -1.2% | -3.7%
Cc1cc(=O)oc2cc(OCC#N)ccc12 | -0.4% | -16.6% | -3.1% | 3.2%
CCOc1ccccc1NS(=O)(=O)c1ccc2c(c1)oc(=O)n2C | 2.6% | -3.5%[10.9 µM] | ? | 2.2%
Cc1ccccc1Cn1c(-c2cncs2)nc2ccccc21 | 5.0% | / | 2.6% | -26.6%
CCOC(=O)c1[nH]c(C)c(CCC(=O)NCc2ccccc2C)c1C | 0.3% | -5.7%[10.9 µM] | 0.5% | -8.1%
COCCCN(C(C)=O)c1nc(-c2ccccc2)cs1 | -23.8% | -6.5% | 3.6% | ?
Cc1nc2cnc(OCc3ccccc3)nc2n(CCC#N)c1=O | -3.6% | / | 0.8%[11.4 µM] | -6.3%
Cc1nc2ccccc2n1CCc1nc2c3ccccc3nc(SCC(=O)NCc3ccco3)n2n1 | -17.0% | -8.4% | 16.6% | -8.9%
Cc1ccc(/C=C/C(=O)N2CCN(c3cccc(C(F)(F)F)c3)CC2)cc1 | -11.8% | / | / | 12.3%
Cc1ccc(OCCCCn2ccnc2)c(Cl)c1 | ? | -19.9% | -4.6% | ?
O=C(CN(C(=O)CCC(=O)Nc1nccs1)c1ccc(F)cc1)NCc1ccco1 | 2.1% | -7.5% | 0.5% | -7.3%
COc1ccc2c(c1OC)C(=O)N(c1cccc(C(F)(F)F)c1)C2 | ? | -20.3% | 0.1% | ?
Cc1nc(C)c(-c2ccc(SCC(=O)Nc3ccc(C)c(F)c3)nn2)s1 | -0.7% | -6.1%[10.9 µM] | -0.2% | -15.6%
Cc1nn(C(=O)c2c(F)cccc2F)c(C)c1S(=O)(=O)N1CCOCC1 | 8.2% | -3.1%[10.9 µM] | -0.1% | 16.5%
Cc1ccc(C(=O)CSc2nnc(CNc3ccc(C)cc3C)o2)cc1 | -4.7% | -10.8% | -0.5% | -6.1%
CCN(c1ccccc1)c1nnc(NC(=O)Nc2cccc(Cl)c2C)s1 | 1.6% | -2.5%[10.9 µM] | ? | 22.4%
NS(=O)(=O)c1ccc(NC(=O)CN2CCN(c3ccc(F)cc3)CC2)cc1 | -0.8% | 23.4%[10.9 µM] | ? | -1.6%

# Screens as filed in PubChem.
